CatL inh = inhibitors of human cathepsin L, biochemical. Procathepsin L (Homo sapiens), P07711. purified cathepsin L, fluorogenic substrate, fluorescence. AID 460, 2006. hit rate 0.17% among 58,000. inhibition, %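 (tested at 10 µM)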; in the data active means inhibition above about 45%;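 further: 0% = enzyme with no compound and 100% = no enzyme blank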
Target sequence (P07711 114-288 limits assumed): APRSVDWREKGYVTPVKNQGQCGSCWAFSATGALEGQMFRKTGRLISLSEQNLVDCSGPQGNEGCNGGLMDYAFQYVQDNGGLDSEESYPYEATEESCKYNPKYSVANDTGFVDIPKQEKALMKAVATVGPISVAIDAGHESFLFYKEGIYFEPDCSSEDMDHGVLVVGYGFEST
Target sequence (P07711 292-333 limits assumed): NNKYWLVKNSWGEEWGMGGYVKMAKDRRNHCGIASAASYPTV
CatB mix inh = cathepsin B inhibitors from pooled compounds, primary screen, biochemical, compound mixtures, AMC fluorescence | Purified cathepsin B, AMC dipeptide fluorescence | inhibition, %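 (ten-compound pools at 5 µM per compound and 50 µM total)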 | hit rate 0.06% among 62,000 | AID 488, 2006 | P07858; in the data active means inhibition above about 22%, passing the limit was not always enough;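 further: 0% = enzyme without compound and 100% = no enzyme blank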
C1s block = complement C1s protease inhibitors, primary screen, biochemical, 10-compound mixtures. AID 538, 2006. mean inhibition % of two 10-compound mixtures (stronger effect = higher value), % at 5 µM (by protocol). purified C1s, fluorogenic AMC substrate, pooled mixtures. Complement C1s subcomponent (Homo sapiens), P09871. hit rate 0.16% among 62,000;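 active means inhibition above 20% in each of the two 10-compound mixture wells holding the compound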;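 further: 0% = enzyme wells lacking compound mixture and 100% = no-enzyme blank wells; some compounds called inactive have numbers as strong as hits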
Target sequence (P09871 16-437 limits assumed): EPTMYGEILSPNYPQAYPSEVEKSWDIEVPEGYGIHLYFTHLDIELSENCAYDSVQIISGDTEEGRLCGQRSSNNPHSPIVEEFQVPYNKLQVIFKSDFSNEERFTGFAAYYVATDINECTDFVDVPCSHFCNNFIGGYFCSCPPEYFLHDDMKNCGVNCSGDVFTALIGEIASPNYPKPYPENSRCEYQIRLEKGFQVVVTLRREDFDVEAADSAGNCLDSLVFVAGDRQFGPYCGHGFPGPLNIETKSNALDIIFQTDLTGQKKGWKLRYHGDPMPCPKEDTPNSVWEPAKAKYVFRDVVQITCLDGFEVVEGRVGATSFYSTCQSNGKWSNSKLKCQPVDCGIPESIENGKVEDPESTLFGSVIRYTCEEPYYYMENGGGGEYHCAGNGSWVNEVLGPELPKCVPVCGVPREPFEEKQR
Target sequence (P09871 438-688 limits assumed): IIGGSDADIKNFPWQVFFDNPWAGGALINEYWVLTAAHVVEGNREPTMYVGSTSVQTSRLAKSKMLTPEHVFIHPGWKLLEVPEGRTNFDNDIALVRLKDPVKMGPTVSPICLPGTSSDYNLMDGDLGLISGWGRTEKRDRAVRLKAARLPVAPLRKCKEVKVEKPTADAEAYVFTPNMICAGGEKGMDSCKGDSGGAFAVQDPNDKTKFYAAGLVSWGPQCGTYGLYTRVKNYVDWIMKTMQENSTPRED
FXIIa inh mix = human factor XIIa inhibitors, primary screen, biochemical, pooled compound mixtures, fluorogenic substrate. Coagulation factor XII (Homo sapiens), P00748. purified FXIIa. inhibition, % at 5 µM. hit rate 0.2% among 62,000. AID 684, 2007;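 further: 0% = enzyme without compound and 100% = no enzyme blank; some results filed as inactive read as strong as hits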
CatG inh = human cathepsin G inhibitors, primary screen, biochemical, pooled compound mixtures, AMC fluorescence. hit rate 0.2% among 62,000. purified enzyme, AMC-tetrapeptide fluorescence. inhibition, % at 5 µM (by protocol);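 active means inhibition above 20% in each of the two mixture wells holding the compound; inactive means inhibition of 20% or less in either well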;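 further: 0% = enzyme control without mixture and 100% = blank lacking enzyme; strong numbers were not always called active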
FXIa inh mix = FXIa protease inhibitors in compound pools, primary screen, biochemical, 10-compound mixtures | Coagulation factor XI (Homo sapiens), P03951 | purified FXIa, fluorogenic substrate, pooled mixtures | inhibition, % at 5 µM | hit rate 0.19% among 62,000 | AID 680, 2007;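 further: each value is inhibition by a whole ten-compound pool holding the compound; 0% = enzyme with no mixture and 100% = wells lacking enzyme; strong numbers were not always called active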
CatS block = inhibitors of human cathepsin S, biochemical, compound mixtures; P25774; recombinant cathepsin S, AMC dipeptide fluorescence, pooled mixtures; inhibition, %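 (tested at 5 µM per compound within 10-compound mixtures)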; hit rate 0.06% among 62,000; in the data active means inhibition above about 32%, passing the limit was not always enough;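 further: 0% = enzyme without compound and 100% = blank without enzyme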
A340 absorber = compound light absorbance at 340 nm, profiling panel, artefact control, biochemical, MLSMR library, data from PS, PMK, MK assays; compound absorbance at 340 nm, fold over control; fold change at 10 µM; 65,000 tested, under 10 active;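 active means at 10 µM dose, initial 340 nm absorbance at least 2 fold that of control wells; inactive means change under 2 fold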;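 further: initial absorbance extrapolated from kinetic A340 decline of NADH oxidation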
CatB block = human cathepsin B inhibitors, primary screen, biochemical, fluorogenic substrate | inhibition, %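 (tested at 10 µM)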 | purified cathepsin B, fluorescence | AID 453, 2006 | P07858 | hit rate 0.1% among 63,000; in the data active means inhibition above about 21%;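 further: 0% = enzyme with no compound and 100% = no enzyme blank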
The depositor's hits bear a star; . = not tested or not shown. Unless noted, no stated cut-off is given here; in the data, active means inhibition above about 20% (passing the limit was not always enough); inactive means the rest. A portion of the library. The share of hits here may be higher or lower than overall.

SMILES	CatL inh	CatB mix inh	C1s block	FXIIa inh mix	CatG inh	FXIa inh mix	CatS block	A340 absorber	CatB block
O=C(O)C1=C(C(=O)N2CCN(C(=O)c3ccco3)CC2)CCCC1	10.8	-1.3	-3.5	-14.3	-4.0	6.9	-1.6	0.99	0.1
CCOc1ccc(NC(=O)c2cccc(-n3cnnn3)c2)cc1	-1.3	0.6	0.4	-7.6	1.3	11.0	18.1	1.01	4.6
O=C(CN1CCN(S(=O)(=O)c2ccc(F)cc2)CC1)Nc1ccc2c(c1)OCO2	10.6	-1.9	-8.2	-1.4	1.5	10.2	8.3	1	-1.5
CSc1ccccc1NC(=O)c1onc(C)c1Cl	0.0	0.5	12.2	-21.5	7.4	5.1	8.6	1.03	2.3
CCCC(=O)c1ccc(N2CCOCC2)c(F)c1	.	0.3	-16.5	5.6	16.1	-0.5	-8.0	1.05	-2.7
O=S(=O)(Nc1cccc2cn[nH]c12)c1ccc(F)cc1	8.5	-3.1	14.9	5.5	13.7	5.6	9.0	1.03	0.4
CCOC(=O)c1oc2nc(C(C)C)c3c(c2c1N)CC(C)(C)OC3	-78.0	-5.8	-21.0	2.9	4.7	-5.7	-8.7	1.06	-4.2
Cn1c(=O)[nH]c(=O)c2c1ncn2CCN1CCCCC1	-10.7	-2.2	-6.7	14.4	-1.7	-1.9	16.2	1.01	-1.7
COc1ccccc1NC(=O)CSc1nc(O)cc(=O)n1-c1ccccc1OC	3.9	-16.6	-169.7	-4.0	-18.4	-33.5	-35.0	1.02	3.1
CCOc1ccc(N(CC(=O)NCc2ccco2)S(C)(=O)=O)cc1	11.4	3.2	11.3	0.0	12.5	6.3	13.3	1.02	6.0
COc1ccc(CCC(=O)N2CC(C)OC(C)C2)cc1 (stereo not given)	-2.5	4.5	15.1	2.1	7.8	0.4	-7.8	1.03	4.8
Cc1ccc(Cc2c(C)nc3c(C(=O)O)cnn3c2C)cc1	-1.9	3.0	-2.2	4.4	-2.8	2.8	1.1	0.99	2.7
Cn1c(C(C#N)/C(=N\S(=O)(=O)c2cccs2)c2ccccc2)nc2ccccc21 (stereo not given)	-16.1	4.1	18.3	-15.0	12.2	9.1	13.5	1.11	1.2
CCCC(=O)NCCc1cc2ccc(C)c(C)c2[nH]c1=O	20.7	3.9	17.9	4.9	14.6	5.7	5.7	1.07	4.2
O=C(OC(C(=O)NCc1ccc2c(c1)OCO2)c1ccccc1F)c1ccco1 (stereo not given)	-4.8	0.3	9.9	-1.6	9.5	0.9	-8.2	1.02	-0.6
NC(=O)CSc1nc(-c2ccccc2Cl)ns1	6.8	5.0	21.9	-3.5	18.0	9.3	1.9	0.99	2.2
O=C(Nc1cccnc1)c1ccc(NC(=O)c2ccco2)cc1	-2.8	1.3	2.6	-0.8	7.1	2.1	-4.2	1.05	1.5
O=C(Nc1nc2c(s1)CCCC2)c1ccc(Br)o1	4.5	4.3	0.6	6.3	10.0	2.4	0.6	1.11	2.9
CCOC(=O)C1=C(N)N2C(=O)C(C)SC2=C(C(=O)OC)C1c1ccccc1OC (stereo not given)	5.8	1.3	4.1	-19.6	-0.7	1.1	3.2	1.05	-3.2
CCOC(=O)CNC(=O)CSc1nc(NCc2ccccc2)nc(N(C)C)n1	-3.7	-4.2	1.9	9.1	-1.9	3.7	-2.4	1.02	-1.3
O=C(Cn1cnc2c(cnn2-c2ccccc2)c1=O)N1CCOCC1	.	3.3	-25.6	-4.8	-2.7	9.0	-1.8	1.05	-4.4
CCOC(=O)C(CCCOc1cccc(OC)c1)C(=O)OCC	10.0	1.7	6.5	4.0	8.1	0.4	-3.1	1.06	-2.3
Cc1onc(-c2c(F)cccc2Cl)c1C(=O)NCCCN1CCOCC1	-3.2	-5.6	2.1	2.5	12.3	-1.0	-0.7	1.03	3.4
Cn1c(=O)oc2cc(S(=O)(=O)NCCC(=O)N3CC=C(c4ccccc4)CC3)ccc21	5.8	2.1	11.5	2.7	8.1	3.1	-4.6	1	2.1
COc1ccc(OC)c(N(CC(=O)NCc2ccccn2)S(C)(=O)=O)c1	-1.7	1.2	-5.4	-16.4	-1.2	9.6	2.3	1.04	-0.4
Later entries:
SMILES	CatL inh	CatB mix inh	C1s block	FXIIa inh mix	CatG inh	FXIa inh mix	CatS block	A340 absorber	CatB block
CCCCC(c1nnnn1CC1CCCO1)N1CCN(c2nc3ccccc3s2)CC1 (stereo not given)	-7.5	-8.4	-28.3	-17.8	1.2	6.7	-7.8	1.03	-2.8
NC(=O)CSC1=Nc2ccccc2C2=NC(CCC(=O)NCc3ccc(F)cc3)C(=O)N12 (stereo not given)	.	0.2	-3.0	7.5	-1.3	7.4	-4.3	1.06	1.9
C=CCSc1nnc2nc3c(nn12)c1cc(C)ccc1n3CC=C	-8.0	3.8	-0.3	5.5	2.5	3.9	-5.0	1.08	-4.3
O=C(CN1CCN(C(=O)c2ccccc2F)CC1)Nc1ccc(Br)cc1	2.1	5.8	14.1	-16.4	31.0	3.4	-5.2	1	1.1
COc1ccc(OC)c(CN2CCN(C(=O)c3cccc4ccccc34)CC2)c1	-9.0	3.4	-3.4	3.4	-0.4	-1.6	27.6	1.05	-2.4
COc1ccc(OC)c(NC(=O)c2c(NC(=O)CNCc3ccco3)sc3c2CCC3)c1	-28.2	0.4	-13.6	-16.1	7.8	3.8	-8.7	1.06	-1.6
COC(=O)c1ccc(=O)n(-c2ccc(OC)cc2)c1	5.0	4.2	12.1	4.4	5.9	3.0	-0.6	1.03	5.3
Cc1ccc(S(=O)(=O)Cn2nnnc2C(C(C)C)N2CCSCC2)cc1 (stereo not given)	0.1	3.1	12.2	3.5	12.9	3.3	0.6	1.01	-0.2
O=C(O)CC(NS(=O)(=O)c1ccc(Br)cc1)c1ccco1 (stereo not given)	-8.1	2.3	-0.7	8.3	-0.3	10.6	-1.2	1.04	0.2
Cc1ccc(Cn2ccc(NC(=O)c3cc(-c4ccco4)on3)n2)cc1	2.9	6.4	-34.5	-16.3	17.2	6.0	30.2	1	5.9
CC(=O)N1c2c(cc(Br)cc2S(=O)(=O)NCc2ccc3c(c2)OCO3)CC1C (stereo not given)	-5.0	1.5	0.5	5.9	8.3	5.3	-2.2	1.03	-2.5
O=C(CSc1ncnc2c1oc1ccccc12)NCc1ccco1	2.5	7.4	2.4	-11.9	6.3	9.8	15.1	0.99	-2.7
Cc1cc(NC(=O)c2cccc(S(=O)(=O)N3CCCC3)c2)no1	9.8	4.3	-25.4	0.1	4.3	2.8	-0.2	1.01	-6.5
COC(=O)c1ccccc1NC(=O)C1CC=CCC1C(=O)O (stereo not given)	-5.2	7.8	4.4	3.2	6.7	10.5	14.4	1	-6.1
CN1CCN(C(=O)C2CCC(CNS(=O)(=O)c3cccc4cccnc34)CC2)CC1 (stereo not given)	.	-1.1	11.0	-17.6	8.2	5.8	31.9	0.99	5.7
Cc1c(-c2ccccc2)sc(N)c1C(=O)N1CCOCC1	14.9	0.2	2.8	1.9	-2.1	4.2	-3.2	1.01	0.2
COc1ccc(N2C(=O)CSC2c2cccc(F)c2)c(OC)c1 (stereo not given)	7.5	0.5	-10.8	-0.1	7.5	3.1	-2.3	0.98	2.9
Nc1ccc(S(=O)(=O)N2CCCc3ccccc32)cc1	.	2.0	2.1	3.6	12.4	-3.0	10.6	1.02	2.4
O=C(Nc1ccccn1)c1ccc(NC(=O)c2ccco2)cc1	-8.7	2.6	0.3	11.1	9.6	4.8	0.7	1.04	0.6
CN(CCO)C(=O)CCC(=O)Nc1ccc(S(N)(=O)=O)cc1	-7.0	2.9	-22.5	3.6	8.2	-0.7	-5.6	1	2.5
CC1(C)CC(=O)N(CC(=O)O)c2ccccc2S1	14.6	5.7	20.2	0.4	16.0	13.0	12.4	0.99	5.3
COC(=O)c1cnc2c(C(F)(F)F)cccc2c1OC	6.4	2.9	11.7	12.2	11.5	4.2	-9.6	1.01	3.9
COc1ccc(-c2nnc(SCC(=O)Nc3ccccc3OC)o2)cc1	-4.2	-0.3	2.9	-1.1	3.1	10.0	-3.2	1	0.3
CC(C)(C)NC(=O)NC(=O)COC(=O)COc1ccc2c(c1)CCC2	7.1	5.5	13.7	29.5	22.2	12.4	-5.7	1.02	-0.5
CCn1nc(NC(=O)c2ccncc2)c2cc3ccccc3nc21	23.5	-7.4	-46.6	-22.3	4.2	-9.9	-4.5	1.04	1.9
(continued)
SMILES	CatL inh	CatB mix inh	C1s block	FXIIa inh mix	CatG inh	FXIa inh mix	CatS block	A340 absorber	CatB block
CC(C)CNC(=O)c1cccc(NC(=O)C2CCCO2)c1 (stereo not given)	-10.7	-1.5	2.2	1.4	3.1	12.9	-8.4	1.01	-2.2
Cc1ccccc1S(=O)(=O)Cc1ccc(C(=O)NCCCOC(C)C)o1	25.9	3.3	-0.9	10.6	10.6	-3.4	6.7	0.98	1.7
CCCCOCCCNC(=O)N[C@@H](CCSC)C(=O)OC	-3.6	-0.4	-17.1	5.5	-12.5	3.5	4.1	1.07	2.3
O=C1CC(c2ccccc2)CC2=C1CN(C1CCCCC1)CN2 (stereo not given)	9.7	-3.2	2.3	6.8	7.7	8.6	8.7	1.01	-4.2
O=C(c1ccc(CN2CCOCC2)cc1)N1CCC(Cc2ccccc2)CC1	3.4	5.0	3.9	4.6	-0.6	3.4	18.6	1.03	-2.5
CC(Oc1ccc(Cl)cc1Cl)c1nc(-c2ccc(NC(=O)c3cccnc3)cc2)no1 (stereo not given)	-0.3	-3.1	-2.5	-19.8	-5.5	5.9	-8.1	1.03	-2.8
CCc1ccc(C2C3=C(CC(C)(C)CC3=O)Nc3c2c(=O)[nH]c2nc(C)nn32)cc1 (stereo not given)	-244.4	0.5	-24.3	-18.2	-0.1	1.1	-17.1	1.08	0.0
CCOC(=O)N1CCN(S(=O)(=O)c2ccc(C)cc2)C1c1ccc(OC)cc1 (stereo not given)	.	-2.4	1.2	4.2	-0.6	6.9	11.0	1.03	.
COCCCNC(=O)CN1C(=O)CSc2ncccc21	9.7	5.2	-27.8	-1.4	1.4	3.0	17.3	1.01	0.1
CC(=O)OCC(=O)[C@@]1(O)CC[C@H]2[C@@H]3CCC4=CC(=O)CC[C@]4(C)[C@H]3[C@@H](O)C[C@@]21C	14.9	2.3	-0.3	-11.1	-2.7	3.7	5.4	0.99	2.8
CC(=O)c1ccc(NC(=O)c2ccn[nH]2)cc1	-1.4	-0.1	2.3	0.9	0.1	8.1	1.2	1.06	4.8
COc1ccc(C)cc1NC(=O)CSc1nnc(-c2ccccn2)n1Cc1ccco1	3.9	2.8	-3.9	4.1	9.3	2.5	-3.7	0.98	4.6
Cc1cccc(CN2CCN(CC(=O)O)C2=O)c1	15.1	5.4	-1.6	-21.6	-1.6	7.5	5.3	1.01	-4.1
COc1ccc(CC(=O)Nc2cc(=O)n(C)c(=O)n2C)cc1	1.8	4.7	10.8	15.0	9.9	4.5	3.5	1.03	1.2
Cc1ccc2oc3c(c(=O)c2c1)C(c1cccc(Br)c1)N(Cc1ccco1)C3=O (stereo not given)	-2.2	0.3	-17.6	-16.4	-0.7	-2.6	7.4	1.02	-0.3

Screening data: PubChem, several laboratories
